RECQ1 inh: blocks DNA unwinding by human RECQ1; actives 0.54% (n = 240,000); AID 2549; Potency, µM (doses to about 57.3 µM), for the others: at the top dose activity, negative = inhibition, actives largely listed as inhibitors; P46063; RECQ1 DNA unwinding, red fluorescence kinetic read;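 note: plate controls were vehicle for no effect and no enzyme for full effect; nearly all actives have a fitted effect of over 30% in size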
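50 nM RECQ1T1 preincubated 15 min with compound in Tris pH 8.0 buffer with MgCl2, DTT, Tween-20 and 2.5 ug/ml poly(dI-dC); started with 200 nM TAMRA/BHQ-2 forked duplex and 2 mM ATP. Unwinding read as fluorescence (525/598 nm), two reads 2 h apart.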
Lamin A splicing: LMNA splicing modulation; HeLa LMNA splicing GFP/RFP minigene ratio, 48 h; Potency, µM (highest dose often 46.1 µM), inactives show at the highest dose ratio change, negative = inhibition, actives largely listed as inhibitors; actives 0.01% (n = 200,000); active = well fitted inhibition curve with a large enough effect in the signal ratio, with a control signal flat, not every such curve was filed as active; inconclusive = small, poorly fitted or top-dose-only effect, or effect the other way, or a change in a side signal; the % refers to the signal ratio; note: % is set by controls: 0 for no effect and ±100 for the full control effect
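S3 HeLa cells stably expressing lamin A-EGFP splicing minigene plus DsRed2, 600 cells/well, 48 h compound exposure at 37C. Laser-scanning cytometry; analysed as GFP (500-530 nm)/RFP (575-640 nm) total intensity ratio; 0.5% DMSO vehicle.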
Luc counter: counter-screen: inhibitors of Kinase-Glo firefly luciferase | actives 0.28% (n = 200,000) | Q27757 | Kinase-Glo luciferase, ATP luminescence, 8 min | Potency, µM (series often up to 38.3 µM), for the others: top-dose activity change, negative = inhibition, usual class: inhibitors | AID 1379; note: % is set by controls: 0 for no effect and ±100 for the full control effect; nearly all actives have a fitted effect of over 60% in size
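Compounds were added to a substrate mix at pH 7.2 (50 mM imidazole, 10 uM ATP, within the enzyme's linear range), followed by Kinase-Glo detection reagent; luminescence was measured after 8 minutes at ambient temperature.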
ALDH1A1 block: blocks purified human ALDH1A1 activity; AID 1030; Purified ALDH1A1, NADH fluorescence, propionaldehyde substrate; actives 7.3% (n = 220,000); Potency, µM (series often up to 75.3 µM), inactives show top-dose activity, negative = inhibition, most hits filed as inhibitors; active = well fitted inhibition curve with a large enough effect, not every such curve was filed as active; inconclusive = small, poorly fitted or top-dose-only effect, or another doubt; inactive = no such curve, though single readings can be large or run the other way;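 note: plate controls were no enzyme wells and a reference inhibitor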
SMN2 splice enh: increases expression of the SMN2 splice variant; HEK293 SMN2-luciferase splicing reporter, luminescence, 30-36 h; Potency, µM (highest dose often 46.1 µM), without a hit: at the top dose activity change, positive = activation, hits mostly activators; actives 2.8% (n = 210,000); AID 1458; note: % of control where 0% means no effect; nearly all actives have a fitted effect of over 55% in size
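HEK293 cells carry an SMN2 minigene-luciferase reporter in which exon 7 inclusion puts luciferase in frame. Cells were seeded at 2000 cells/well, attached for 10-12 hours, then exposed to compounds for 30-36 hours at 37C before ONE-Glo luminescence.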
KDM4E inh: inhibitors of human JMJD2E histone demethylase; B2RXH2; JMJD2E catalytic domain, FDH-coupled NADH fluorescence (FDH is formaldehyde dehydrogenase); Potency, µM (top dose mostly 57.1 µM), without a hit: at the top dose activity change, negative = inhibition, most hits filed as inhibitors; actives 1.6% (n = 230,000); active = well fitted inhibition curve with a large enough effect, not every such curve was filed as active; inconclusive = small, poorly fitted or top-dose-only effect, or another doubt; inactive = no such curve, though single readings can be large or run the other way;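 note: 0% = wells with enzyme and -100% = buffer wells without enzyme; nearly all actives have a fitted effect of over 50% in size; many of its hits are not listed in these tables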
L3MBTL1 inh: blocks human L3MBTL1; Potency, µM (highest dose often 57.1 µM), for the others: top-dose activity, negative = inhibition, hits mostly inhibitors; AID 485360; actives 0.66% (n = 230,000); Q9Y468; AlphaScreen L3MBTL1–H3K9me1 peptide binding; note: % is set by controls: 0 for no effect and ±100 for the full control effect; nearly all actives have a fitted effect of over 60% in size
Target sequence (Q9Y468 whole entry, looked up): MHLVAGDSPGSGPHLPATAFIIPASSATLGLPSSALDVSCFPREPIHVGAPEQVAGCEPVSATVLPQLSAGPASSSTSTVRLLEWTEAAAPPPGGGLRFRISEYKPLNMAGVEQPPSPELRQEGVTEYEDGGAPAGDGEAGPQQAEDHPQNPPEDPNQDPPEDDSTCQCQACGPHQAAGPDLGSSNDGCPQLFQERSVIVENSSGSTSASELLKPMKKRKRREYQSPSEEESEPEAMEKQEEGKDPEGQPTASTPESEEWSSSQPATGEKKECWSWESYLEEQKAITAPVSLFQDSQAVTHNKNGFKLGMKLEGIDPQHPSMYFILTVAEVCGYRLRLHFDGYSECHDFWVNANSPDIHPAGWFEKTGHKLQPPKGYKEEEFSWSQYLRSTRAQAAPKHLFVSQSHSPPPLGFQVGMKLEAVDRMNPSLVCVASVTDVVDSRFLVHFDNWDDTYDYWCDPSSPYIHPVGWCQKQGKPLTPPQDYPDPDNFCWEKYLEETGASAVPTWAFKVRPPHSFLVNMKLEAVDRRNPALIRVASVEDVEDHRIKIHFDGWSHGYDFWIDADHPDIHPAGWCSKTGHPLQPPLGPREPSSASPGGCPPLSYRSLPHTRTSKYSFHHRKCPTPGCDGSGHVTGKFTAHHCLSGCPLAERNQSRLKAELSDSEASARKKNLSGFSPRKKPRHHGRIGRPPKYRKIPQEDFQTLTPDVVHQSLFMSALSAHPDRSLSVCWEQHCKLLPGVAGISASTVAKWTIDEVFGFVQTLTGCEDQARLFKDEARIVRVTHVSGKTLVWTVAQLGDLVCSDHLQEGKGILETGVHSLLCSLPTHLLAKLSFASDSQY
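L3MBTL1 (50 nM) pre-complexed 30 min with biotinylated H3(1-15)K9me1 peptide (75 nM), then compounds added for 30 min at room temperature; AlphaScreen streptavidin donor/nickel chelate acceptor beads (10 ug/mL final) read after 30 min dark incubation.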
Tau fibril ThT: tau fibrillization inhibition (ThT binding); P10636; recombinant tau K18 P301L (four-repeat tau fragment), heparin-induced fibrillization, ThT fluorescence; Potency, µM (doses to about 57.4 µM), without a hit: at the top dose activity, negative = inhibition, usual class: inhibitors; actives 2.1% (n = 270,000); note: % is set by controls: 0 for no effect and ±100 for the full control effect; nearly all actives have a fitted effect of over 55% in size
Target sequence (P10636 561-689 P618L limits assumed): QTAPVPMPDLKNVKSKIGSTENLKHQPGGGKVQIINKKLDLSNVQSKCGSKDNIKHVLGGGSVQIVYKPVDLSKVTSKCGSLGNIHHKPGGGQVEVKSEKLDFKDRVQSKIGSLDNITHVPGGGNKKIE
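Aggregation was driven by heparin (20 uM final) acting on recombinant tau […] bearing P301L in 100 mM sodium acetate pH 7; fibrils were detected with Thioflavin T.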
* = called active by the depositor; i = inactive; ? = inconclusive; . = not tested or not shown; & = joins results of further samples; [ ] = dose if it differs, or a comment. Unless noted, calls come from the whole dose curve; as a rule, active = well fitted curve in the direction sought with a large enough effect; inconclusive = small, poorly fitted or top-dose-only effect, or another doubt; inactive = no such curve, though single readings can be large; an effect the other way counts as inactive or inconclusive. Potency is the fitted concentration of half-maximal effect.

No.	molecule	L3MBTL1 inh	Lamin A splicing	ALDH1A1 block	KDM4E inh	Tau fibril ThT	Luc counter	SMN2 splice enh	RECQ1 inh
1	CCn1c(-c2cc(-c3cc(OC)ccc3OC)nc3ccccc23)n[nH]c1=S	.	8.3%	?	?	-12.4%	-0.3%	-6.6%	-16.5%
2	COc1ccc(CCNc2cc(C)nc3c(-c4ccccc4)c(C)nn23)cc1OC	3.4%	-29.8%	?	?	?	2.2%	-25.5%	-7.5%
3	Cc1nc(NCCN2CCOCC2)c2nnn(Cc3ccccc3Cl)c2n1	.	-13.9%	15.8µM*	2.8%	11.1%	-4.9%	-37.8%[inhibitor]	-11.4%
4	O=C(c1cccc(Br)c1)N1CCN(C(=O)N2CCOCC2)CC1	4.8%	-13.3%	-4.4%	5.5%	2.7%	2.8%	-0.6%	-2.7%
5	CCN(CC)C(=O)C1CCC(C)(C(=O)O)C1(C)C (configuration not stated)	3.4%	-0.7%	17.6%	8.3%	1.7%	1.7%	-6.3%	i
6	CCSc1nnc(NC(=O)c2nc(-c3ccccc3)n(-c3ccccc3)n2)s1	8.0%	-13.4%	2.5%	?	?	-7.4%	-7.8%	-8.0%
7	OCCC1CN(Cc2cnn(-c3ccccc3Cl)c2)CCN1Cc1ccsc1 (configuration not stated)	-3.6%	?	-5.0%	5.1%	11.6%	-2.8%	-13.4%	i
8	O=C(Nc1nc(-c2nc3ccccc3s2)cs1)C1CC1	-9.4%	-4.3%	?	?	6.7%	-2.8%	7.08µM*	i
9	O=C(N1CCN(c2ccc(F)cc2)CC1)C12CC3CC(CC(C3)C1)C2	-9.2%	-2.6%	?	-0.8%	-17.0%	-2.3%	-30.3%[inhibitor]	-4.3%
10	O=[N+]([O-])c1ccccc1-n1cnc2ccccc21	-3.1%	19.4%[46 µM]	0.4%	1.1%	-3.3%	3.4%	.	-3.4%
11	CCNC(=S)N/N=C(\C)c1ccco1	5.4%	-12.2%[46 µM]	?	-4.0%	-1.8%	-0.9%	2.1%	-9.8%
12	COc1ccc(Nc2nc3ccccc3nc2C)cc1	6.3%	?	-4.3%	0.0%	?	3.4%	-8.7%	-16.6%
13	Cc1n(CC(=O)c2ccc(F)cc2)c2ccccc2[n+]1C	0.3%	-21.6%[46 µM]	-1.0%	-11.1%	2.4%	1.6%	-8.5%	i
14	CCNC(=S)N/N=C/c1c(C)nn(-c2cccc(Cl)c2)c1Cl	9.9%	10.9%	-6.3%	0.7%	-5.7%	-4.3%	-0.9%	0.9%
15	CCC(C)NC(=O)CSc1ccc(NC(C)=O)cc1 (configuration not stated)	.	-1.0%	-0.4%	-10.2%	2.6%	1.6%	1.0%	-10.3%
16	Cc1ccc(C(=O)c2c(NC(=O)c3ccccc3)sc(C)c2C)cc1	-12.1%	9.6%	25.1µM*	-9.9%	-14.5%	0.6%	-8.4%	i
17	Cc1ccc(NC(=O)NNC(=O)C2CC(c3cccnc3)=NO2)cc1 (configuration not stated)	-1.4%	-14.2%	?	1.8%	-4.4%	-2.1%	9.4%	-4.6%
18	CCc1sc(NC(=O)C(C)C)nc1-c1ccccc1	-4.8%	.	-7.4%	1.7%	0.6%	1.3%	4.1%	0.6%
19	COc1ccc(NC(=O)N2CCN(c3cccc(C(F)(F)F)c3)CC2)cc1OC	-0.3%	-5.2%	0.3%	-5.7%	?	-3.0%	-12.6%	i
20	O=c1c2c([nH]c3ccccc13)CCCCCC2	-0.5%[11.4 µM]	-3.3%	9.6%	-3.3%	-0.8%	-2.0%	-51.1%[inhibitor]	-2.3%

6 of the entries above in order of the Lamin A splicing value, descending:
nr	canonical_smiles	Lamin A splicing
5	CCN(CC)C(=O)C1CCC(C)(C(=O)O)C1(C)C (configuration not stated)	-0.7%
15	CCC(C)NC(=O)CSc1ccc(NC(C)=O)cc1 (configuration not stated)	-1.0%
8	O=C(Nc1nc(-c2nc3ccccc3s2)cs1)C1CC1	-4.3%
4	O=C(c1cccc(Br)c1)N1CCN(C(=O)N2CCOCC2)CC1	-13.3%
6	CCSc1nnc(NC(=O)c2nc(-c3ccccc3)n(-c3ccccc3)n2)s1	-13.4%
17	Cc1ccc(NC(=O)NNC(=O)C2CC(c3cccnc3)=NO2)cc1 (configuration not stated)	-14.2%

(list continues)
No.	molecule	L3MBTL1 inh	Lamin A splicing	ALDH1A1 block	KDM4E inh	Tau fibril ThT	Luc counter	SMN2 splice enh	RECQ1 inh
21	COC(=O)C1=C(C)N(c2ccc(OC)c(OC)c2)C(=O)/C1=C\c1ccco1	-8.5%	24.6%[46 µM]	0.4%	-14.0%	?	-0.5%	-8.6%	i
22	Cc1cc(CN2CCOCC2)c(O)c(C2(C)CCCCC2)c1	.	8.2%	4.5%	13.5%	-6.1%	-0.7%	-22.3%	i
23	O=C(NN1C(=O)C2C(C1=O)C1C=CC2C12CC2)c1ccccc1 (configuration not stated)	-1.9%	?	5.7%	5.5%	3.3%	2.1%	22.5%	-7.3%
24	Cc1ccc(-c2nn(-c3ccccc3)cc2CO)o1	-10.5%	-12.8%	?	?	-7.1%	0.7%	8.91µM*	-6.6%
25	Cn1c(-[n+]2c(-c3ccccc3)cc(-c3ccccc3)cc2-c2ccccc2)nc2cc([N+](=O)[O-])ccc21	-13.6%	?	?	?	?	.	.	-15.5%
26	CNc1ncc(C(=O)c2ccc(Cl)c(Cl)c2)s1	-1.3%	0.9%	-0.7%	3.5%	-2.9%	-1.4%	23.9%	-1.0%
27	C=C(C)CNC(=S)N=Nc1c(O)[nH]c2ccc([N+](=O)[O-])cc12	-19.8%	?	-6.8%	5.2%	?	-0.7%	-6.1%	-2.8%
28	Cc1cc(NC(=O)CSc2nnc(C(C)N(C)C)n2-c2ccc(F)cc2)no1 (configuration not stated)	2.2%	-3.3%[46 µM]	?	9.5%	3.8%	4.0%	1.8%	-8.1%
29	O=C(CCNS(=O)(=O)c1cccc2nonc12)NC1CCCCCC1	.	17.5%[46 µM]	25.1µM*	-1.5%	-7.3%	2.0%	-1.0%	i
30	NS(=O)(=O)c1ccc(CCNC(=O)C(=O)c2c[nH]c3ccccc23)cc1	-1.7%	?	11.4%	8.0%	-4.2%	0.2%	-23.8%	i
31	O=C(O)CCCNc1ccc(S(=O)(=O)N2CCCCC2)cc1	2.1%	12.5%[46 µM]	22.0%	-9.8%	-2.2%	0.9%	.	18.8%
32	Cc1ccc(-c2nn(CC(=O)NCc3ccccn3)c(=O)c3ccccc23)cc1S(=O)(=O)N(C)C	.	9.7%[9.22 µM]	-9.9%	2.3%	-10.2%	-3.2%	-23.2%	3.8%
33	C/C(=N/NC(=O)c1ccc(Cl)s1)c1ccc(NC(=O)COc2ccc(Cl)cc2)cc1	9.1%	-5.0%	?	15.9%	?	2.5%	12.3%	-9.3%
34	Cc1nnc(NCc2ccncc2)c2ccccc12	38.4%[activator]	-11.1%	14.4%	-2.9%	-1.0%	-2.8%	8.2%	-29.9%
35	Cc1cc(C)c2c(n1)nn1c(N3CCN(Cc4ccccc4)CC3)cc(C)nc21	2.6%	-5.1%	?	?	-19.6%	13.1%	-8.3%	i
36	Cc1c(Cl)cnc(NC(=O)CSc2nnc(C)n2Cc2ccccc2)c1Cl	.	-7.1%	1.6%	-10.9%	-9.7%	-4.9%	17.2%	12.7%
37	COc1ccc(C(c2c(C)n(C)n(-c3ccccc3)c2=O)c2c(C)n(C)n(-c3ccccc3)c2=O)cc1O	40.2%[activator]	.	4.9%	-6.0%	13.8%&0.7%	2.7%	13.1%&-4.8%	-0.4%
38	Cc1ccccc1N=C1NC(=O)CS1	11.5%	6.1%	4.4%	8.4%	2.5%	13.9%	-10.5%	-4.9%
39	CC(C)c1nn2c(=O)cc(O)nc2s1	?	-10.2%	-6.5%	0.9%	6.4%	3.5%	0.0%	-2.8%
40	CC(C)CNC(=O)c1c(N)n(/N=C/c2ccccn2)c2nc3ccccc3nc12	12.0%	-1.5%	13.2%	?	-4.5%	-4.3%	-8.6%	2.0%
41	COc1cccc(NC(=O)N(Cc2cc3cc(C)cc(C)c3[nH]c2=O)CC2COCCO2)c1 (configuration not stated)	-3.5%	?	1.4%	?	-10.8%	13.4%	-11.1%	-5.1%
42	CCC(=O)Nc1c(C)cc(C)cc1Cl	-4.5%	3.3%	3.3%	2.1%	13.8%	-3.3%	13.0%	-8.2%
43	COCCNC(=O)C(c1ccccc1C)N(C(=O)Cn1nnc2ccccc21)c1cccnc1 (configuration not stated)	6.5%	-11.1%	6.7%	0.2%	7.6%	-0.4%	6.8%	-7.7%
44	O=C(CCl)NN1C(=O)NC2(CCCCC2)C1=O	21.7%	.	4.2%	0.7%	3.9%	-0.1%	-26.2%	-2.3%
45	CCN(CC)c1ccc(-c2nn3c(-c4n[nH]c5c4CCC5)nnc3s2)cc1	3.1%	?	?	?	?	-5.6%	4.1%	-4.5%
46	c1ccc(-n2nnnc2N2CCOCC2)cc1	-11.1%	-0.9%	?	3.8%	4.1%	.	.	i
47	CCCCCCn1c(CN2CCCC(C)C2)nc2c1c(=O)n(C)c(=O)n2C (configuration not stated)	9.1%	-2.4%	1.0%	-4.7%	-3.3%	0.2%	14.5%	i
48	CCCNC1=CC(=O)CC(C)(C)C1	-4.4%	?	-6.2%	1.4%	10.7%	-3.8%	-0.6%	-1.0%

Down the list, as entered above.
Nos. 41–48 in SMN2 splice enh, in turn: -11.1%, 13.0%, 6.8%, -26.2%, 4.1%, ., 14.5%, -0.6%
Nos. 41–48 in RECQ1 inh, in turn: -5.1%, -8.2%, -7.7%, -2.3%, -4.5%, i, i, -1.0%
Nos. 41–48 in Luc counter, in turn: 13.4%, -3.3%, -0.4%, -0.1%, -5.6%, ., 0.2%, -3.8%

Screening results as filed in PubChem BioAssay.

This is a subset; the hit share may differ from the screen's.
